D2 agonist – activates the human D2 dopamine receptor | HEK293 T-REx D2 cells, calcium flux agonist mode | P14416 | AID 485358 | 0.53% of 340,000 active | activation, % at 2 µM;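 active = activation over 3 SD above normal in the single-dose calcium agonist read, cut at about 30% in these data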; also: 0% is about no effect
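Agonism scored from kinetic calcium signal (1 read/sec, 180 s) following compound pin transfer, after a 10 s baseline. Cells: HEK293 Trex line expressing inducible D2 receptor coupled to calcium, dye-loaded after overnight culture at 30 C.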
GRP78 ERSR act – inducers of ER stress response in human glioma cells. U87-MG GRP78 promoter luciferase reporter, 16 h. Potency, µM, for inactives: top-dose activation, most hits filed as activators. 0.02% of 420,000 active; also: potency is read from the fitted curve at half-maximal effect; series mostly up to about 76 µM; % of control where 0% means no effect; nearly all actives have a fitted effect of over 35% in size
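Stably transfected U87-MG glioma cells carrying a GRP78-based luciferase sensor; 16 h compound incubation. Luminescence end-point read 10 min after Bright-Glo addition at room temperature.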
12-LOX inh – ALOX12 (human) lipoxygenase inhibition; P18054; purified 12hLO, xylenol orange hydroperoxide absorbance; Potency, µM (doses to about 108 µM), without a hit: at the highest dose activity change, negative = inhibition, actives largely listed as inhibitors; 1.1% of 580,000 active; AID 1671190; also: potency is read from the fitted curve at half-maximal effect; % is scaled to controls: 0 for no effect and ±100 for the full control effect
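Purified human 12hLO (150 nM final) in 25 mM Hepes, 0.01% Triton X-100, pH 7.0 was preincubated 15 min at room temperature with compound. Then 40 uM arachidonic acid was added, 30 min. Hydroperoxide was read by Fe-XO absorbance ratio 573/405 nm.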
LDHA inh – blocks human lactate dehydrogenase A; purified LDHA, NADH/diaphorase-resazurin fluorescence; active compounds read low; 0.15% of 480,000 active; AID 1347041; activity change, % (values are at about 110 or 230 µM); in the data active = activity change below about -30%; inconclusive = mostly about -25% to -30%;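 also: plate controls were DMSO wells for no effect and wells without enzyme for full effect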
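Human LDH5 (2 nM) was incubated with 0.06 mM NADH and 0.2 mM pyruvate for 5 min at room temperature in Tris pH 7.4. Remaining NADH was coupled through diaphorase/resazurin, and resorufin fluorescence was read at 0 and 20 min.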
Vif-APOBEC3G blk – Vif-A3G binding inhibition | AID 602310 | 0.076% of 410,000 active | HeLa A3G-eYFP + Vif (tagged APOBEC3G with the HIV-1 protein that degrades it), YFP fluorescence, overnight | Potency, µM (titrated, usually from 46.1 µM), inactives show at the highest dose activity, negative = active, hits mostly inhibitors;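 also: potency is read from the fitted curve at half-maximal effect; % is scaled to controls: 0 for no effect and ±100 for the full control effect; nearly all actives have a fitted effect of over 60% in size; hits raise eYFP signal because A3G escapes Vif-driven loss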
Target sequence (Q9HC16 whole entry, looked up): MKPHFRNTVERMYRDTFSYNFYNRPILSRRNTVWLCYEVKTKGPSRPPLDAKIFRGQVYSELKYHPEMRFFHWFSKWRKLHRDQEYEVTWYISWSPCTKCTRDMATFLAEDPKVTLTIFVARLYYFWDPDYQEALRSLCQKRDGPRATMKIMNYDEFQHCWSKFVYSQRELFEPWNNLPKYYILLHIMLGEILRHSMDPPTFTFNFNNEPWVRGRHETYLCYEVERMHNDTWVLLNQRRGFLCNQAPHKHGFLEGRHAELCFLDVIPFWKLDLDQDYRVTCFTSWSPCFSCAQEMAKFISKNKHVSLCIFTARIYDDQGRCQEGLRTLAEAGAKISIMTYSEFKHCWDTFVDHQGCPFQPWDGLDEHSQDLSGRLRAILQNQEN
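HeLa cells stably expressing Vif and C-terminally eYFP-tagged A3G, seeded overnight at 37 deg C, then exposed to compound by pintool overnight at 37 deg C. Rise in yellow fluorescence (Ex 488/Em 500-530, Acumen) marks blocked Vif-driven A3G degradation.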
Vif-A3F inh – blocks the Vif interaction with APOBEC3F | Potency, µM (highest dose often 46.1 µM), for inactives: at the highest dose activity, negative = active | HeLa A3F-eYFP + Vif (tagged APOBEC3F with the HIV-1 protein that degrades it), YFP fluorescence increase | 0.2% of 390,000 active; also: potency is read from the fitted curve at half-maximal effect; % of control where 0% means no effect; nearly all actives have a fitted effect of over 65% in size
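HeLa cells stably expressing A3F-eYFP plus Vif, plated and incubated overnight at 37 deg C, then exposed to compounds overnight at 37 deg C. Blocked degradation read as raised yellow fluorescence (Ex 488/Em 500-530).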
ERG-DNA inh – inhibitors of human ERG Ets domain-DNA interaction; P11308; fluorescence polarization, His-ERG Ets domain / labelled DNA; Potency, µM (titrated, usually from 76.9 µM), for the others: at the top dose FP activity, negative = inhibition, actives largely listed as inhibitors; 0.028% of 370,000 active; active = well fitted inhibition curve with a large enough effect in the polarisation, with a control signal flat; inconclusive = small, poorly fitted or top-dose-only effect, or effect the other way, or a change in a side signal; inactive = no such curve, though single readings can be large or run the other way; the % refers to the polarisation;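 also: polarization taken with two DNA probes labelled with fluorescein and Texas red; potency is read from the fitted curve at half-maximal effect; % of control where 0% means no effect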
Target sequence (P11308 whole entry, looked up, the tested form may be a part): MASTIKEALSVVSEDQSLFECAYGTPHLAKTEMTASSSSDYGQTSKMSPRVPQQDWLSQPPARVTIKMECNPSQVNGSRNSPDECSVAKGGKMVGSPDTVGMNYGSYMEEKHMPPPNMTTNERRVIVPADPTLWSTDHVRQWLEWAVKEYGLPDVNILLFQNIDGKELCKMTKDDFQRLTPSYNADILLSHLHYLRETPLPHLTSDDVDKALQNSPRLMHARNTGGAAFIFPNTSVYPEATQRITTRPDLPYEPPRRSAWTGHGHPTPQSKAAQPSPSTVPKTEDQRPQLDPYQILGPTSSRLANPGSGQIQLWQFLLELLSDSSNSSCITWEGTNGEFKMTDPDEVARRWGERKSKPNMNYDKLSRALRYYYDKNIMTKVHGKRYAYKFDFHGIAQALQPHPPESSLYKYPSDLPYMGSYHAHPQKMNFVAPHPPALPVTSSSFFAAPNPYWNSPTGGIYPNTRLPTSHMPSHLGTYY
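His-tagged ERG Ets domain (1 uM in the protein solution; 300mM KCl, 50mM Tris-HCl, 1mM EDTA, 1mM DTT, pH 7.5) received compound, then a probe mix of 5 nM fluorescein-DNA and 100nM Texas-615-DNA. Fluorescence polarization was read for both dyes.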
D2 antag – antagonists of human D2 dopamine receptor | P14416 | inhibition, % at 10 µM | 2% of 340,000 active | HEK293 TREx D2 cells, calcium flux, dopamine EC80; in the data active = inhibition above about 30%; also: 0% is about no effect
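Measurement of antagonist activity uses fluorescent calcium dye in inducible HEK293 T-REx D2 cells: 10 s baseline, compound addition with 180 s read, EC80 dopamine addition with a further 180 s read.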
RGS4 inhibitor – blocks human RGS4-accelerated GTP hydrolysis; P49798; Transcreener GDP fluorescence polarization, RGS4-accelerated GTP hydrolysis; Potency, µM (doses to about 114 µM), for the others: top-dose activity change, negative = inhibition, actives largely listed as inhibitors; 0.039% of 390,000 active; AID 504845; also: potency is read from the fitted curve at half-maximal effect; % is scaled to controls: 0 for no effect and ±100 for the full control effect; nearly all actives have a fitted effect of over 75% in size; some results filed as inactive show a strong effect at the top dose
Target sequence (P49798 whole entry, looked up): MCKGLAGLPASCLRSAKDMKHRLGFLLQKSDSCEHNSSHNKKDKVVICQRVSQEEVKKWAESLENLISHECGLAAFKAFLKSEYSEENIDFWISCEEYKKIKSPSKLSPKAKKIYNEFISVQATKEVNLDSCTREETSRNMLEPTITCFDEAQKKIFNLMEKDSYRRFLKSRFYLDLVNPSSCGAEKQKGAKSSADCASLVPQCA
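MLSMR compounds (23 nl, pin-transferred) preincubated 10 min at room temperature with a 500nM (2x) first reagent, then RGS4 at 900nM (2x) plus Transcreener GDP mix added; fluorescence polarization (620/688 nm) read before and after 90 min at 30 °C.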
Active calls of the source: *; i = inactive; ? = inconclusive; . = no result given; [ ] = another dose, or the depositor's remark. Unless noted, calls follow the shape of the dose curve; as a rule, active = well fitted curve in the direction sought with a large enough effect; inconclusive = small, poorly fitted or top-dose-only effect, or another doubt; inactive = no such curve, though single readings can be large; an effect the other way counts as inactive or inconclusive. The list is partial; rates above refer to the full screens.

SMILES	D2 agonist	GRP78 ERSR act	12-LOX inh	LDHA inh	Vif-APOBEC3G blk	Vif-A3F inh	ERG-DNA inh	D2 antag	RGS4 inhibitor
COc1cccc(NC(=O)N2CCCC2C(=O)NC2CCCCC2)c1 (centres undefined)	-1.2	-4%	1%	-1	0%	9%	20%	-4	-17%
CCOc1ccccc1OCCCCN1CCCC1	0.3	-5%	?	-11	3%	4%	5%	12	-17%
O=C(Nc1cccc(S(=O)(=O)N2CCCC2)c1)c1ccccc1OC(F)F	0.6	-6%	?	-6	-1%	-4%	-3%	3	-6%
Cn1c(C(=O)NCC2CCCO2)cc2c(=O)[nH]c3ccccc3c21 (centres undefined)	1.7	4%	-45%	-1	1%	2%	-16%	-15	10%
O=S(=O)(c1ccccc1)c1nc(-c2ccccc2)oc1N1CCCC1	0.8	-1%	-5%	-5	-2%	4%	-14%	1	-16%
Cc1cc(/C=C(\C#N)C(=O)O)c(C)n1CC(C)C	-0.5	-1%	15%	-3	-1%	-3%	5%	-7	-6%
Nc1ncncc1-c1ccc(F)cc1	.	-3%	0%	-3	-3%	0%	.	.	.
CCOc1ccc(C(=O)NCC(=O)OC2CCOC2=O)cc1OCC (centres undefined)	-0.1	-1%	1%	-11	0%	-17%	-3%	0	-8%
CCOC(=O)c1sc(NC(=O)CCN2CCN(CC)CC2)c(C(=O)OCC)c1C	-0.1	-1%	-18%	-5	-1%	2%	6%	9	-3%
Cc1ccc(NC(=O)C(=O)c2c(-c3ccccc3)cc3ccccn23)cc1S(=O)(=O)N1CCOCC1	-0.2	1%	-22%	0	1%	-2%	6%	-13	-16%
OC(COc1ccc2ccccc2c1)Cn1cncn1 (centres undefined)	1.5	-8%	-1%	-2	1%	-4%	8%	-24	3%
CCOC(=O)c1cc(NC(=O)Nc2ccccc2OC)c(C)nc1C	0.6	4%	6%	0	1%	-4%	-4%	9	-20%
Cc1cccc(NC(=O)Cn2c(=O)n(Cc3ccccc3)c(=O)c3sc4ccccc4c32)c1	-1.1	-3%	-19%	-2	-4%	-9%	1%	.	6%
Cc1cc(C)cc(N(CC(=O)NCCSc2ccccn2)S(=O)(=O)c2ccccc2)c1	0.3	-1%	0%	-8	1%	-6%	-1%	2	5%
O=C(COC(=O)c1ccc(NS(=O)(=O)c2ccc3c(c2)OCCO3)cc1)NC1CCS(=O)(=O)C1 (centres undefined)	-0.7	-2%	-15%	0	1%	6%	-2%	23	11%
Cn1c(=O)c2ncn(C)c2n(C)c1=O	.	-1%	-27%	-4	-2%	?	-1%	.	14%
Cc1ccc(CCNC(=O)c2ccc3c(c2)N(Cc2ccc(F)cc2)CCS3)cc1	-1.1	-4%	?	-3	0%	1%	-2%	.	-12%
C/C(=N/NC(=O)c1cccc(N2CCCC2=O)c1)c1ccc(Br)cc1	4.2	1%	-1%	-1	1%	2%	2%	-15	18%
Clc1ccc(Nc2c(-c3ccccc3Cl)nc3ccc(Cl)cn23)cc1	-0.1	1%	-30%	0	-5%	-2%	4%	.	-12%
CN(C)S(=O)(=O)c1ccc(NC(=O)CN2CCC(Cc3ccccc3)CC2)cc1	2.4	-4%	-14%	-1	-1%	-3%	9%	-1	5%

The last 2 records of the part above are carried over, then new ones follow.
SMILES	D2 agonist	GRP78 ERSR act	12-LOX inh	LDHA inh	Vif-APOBEC3G blk	Vif-A3F inh	ERG-DNA inh	D2 antag	RGS4 inhibitor
Clc1ccc(Nc2c(-c3ccccc3Cl)nc3ccc(Cl)cn23)cc1	-0.1	1%	-30%	0	-5%	-2%	4%	.	-12%
CN(C)S(=O)(=O)c1ccc(NC(=O)CN2CCC(Cc3ccccc3)CC2)cc1	2.4	-4%	-14%	-1	-1%	-3%	9%	-1	5%
CC(C)(C)NC(=O)C1CCN(S(=O)(=O)c2cccc(C(F)(F)F)c2)CC1	.	-3%	-6%	0	-2%	-10%	10%	.	-19%
COc1ccccc1OCC(=O)NCC1CCCN(C(=O)c2ccccc2C(C)=O)C1 (centres undefined)	0.6	-6%	5%	-2	1%	-9%	5%	-1	6%
Nc1c(-c2ccc(Cl)cc2)cnn1-c1cccc(C(F)(F)F)c1	-0.5	1%	?	-9	1%	-2%	-3%	13	12%
Fc1cccc(Cc2c(-c3cccc(Br)c3)nc3ccc(Cl)cn23)c1	.	4%	?	-6	-5%	.	.	.	.
Cc1cc(C(=O)NCC2CCCO2)n(-c2ccccc2)n1 (centres undefined)	-1.2	-4%	i	0	2%	1%	3%	-35	-5%
Cc1ccc(SCC(=O)OCC(=O)N2CCN(C(=O)c3ccco3)CC2)c(C)c1	0.1	-4%	-22%	-5	2%	-23%	-8%	-19	-11%
Cn1c(SCC(=O)N2CCOCC2)nnc1-c1ccccc1	0.6	-2%	?	-9	1%	1%	.	13	2%
CC1CCCCC1NC(=O)CSc1nnc(N)s1 (centres undefined)	0.8	-4%	6%	1	6%	0%	-8%	-21	-8%
CC1CCCCN1S(=O)(=O)c1cc2c3c(c1)CC(=O)N3CCC2 (centres undefined)	0.7	4%	-6%	3	-3%	0%	0%	.	-1%
Cc1ccc(/C=N\NC(=O)Cc2cccn2C)o1	-0.1	0%	-8%	7	5%	-3%	3%	-8	-47%
CCC(C)NC(=O)Cn1cc(S(=O)(=O)N2CCCC2)c(S(=O)(=O)N2CCCC2)c1 (centres undefined)	-0.6	-4%	2%	1	6%	2%	?	9	-9%[11.4 µM]
CCOCCn1c(CN(C)Cc2ccccc2)nc2c1c(=O)n(C)c(=O)n2C	0.2	0%	9%	2	2%	1%	11%	-15	-1%
CC(C)(CNC(=O)c1ccc(-c2cccc(C(F)(F)F)c2)o1)N1CCOCC1	-2.0	-1%	7%	1	0%	-11%	2%	8	-47%
Cc1ccc(S(=O)(=O)N2CCN(C(=O)c3cccc(F)c3)CC2)cc1	-0.1	1%	-9%	-2	-1%	1%	-5%	15	3%
Cn1cc(CN2CC3C[C@@H]4CC2C[C@H](C3)C4)c(-c2ccc3c(c2)OCCO3)n1	0.7	0%	27%	1	-6%	-9%	3%	-2	-19%
C#CCOC(=O)CCC(=O)NCCc1ccccc1	1.6	-5%	?	1	1%	2%	-13%	-4	-17%
O=C(NCC1CCCO1)c1c(O)c2ccccc2[nH]c1=O (centres undefined)	1.3	4%	0%	8	3%	3%	-2%	-5	42%
COc1ccc(-c2noc(CCC(=O)NC3CCN(Cc4ccccc4)CC3)n2)cc1	-0.3	2%	0%	-2	-1%	4%	-2%	1	-28%
Cc1cc(C(=O)NCc2ccccc2C)c2c(C)nn(-c3cccc(F)c3)c2n1	0.4	-2%	1%	-5	1%	0%	-2%	.	7%
CC12CC3CC(C)(C1)CC(C(=O)NCc1ccncc1)(C3)C2	-0.5	-4%	15%	-1	11%	0%	-3%	-5	-3%
COCCn1c(SCC(=O)Nc2nnc(C)s2)nnc1-c1ccoc1C	0.0	6%	1%	-9	1%	5%	4%	0	26%
CCn1c(=O)cc(OCC(=O)Nc2cc(OC)c(OC)c(OC)c2)c2ccccc21	0.5	-7%	-5%	-2	1%	-2%	0%	.	-5%
COc1cccc(CNc2ccc(C)c(Cl)c2)c1	0.3	-1%	-2%	-3	-5%	-12%	0%	13	-10%
COc1ccccc1-c1c(C(F)(F)F)oc2cc(OC(=O)c3ccc([N+](=O)[O-])cc3)ccc2c1=O	-0.6	-3%	-21%	-3	4%	1%	5%	5	19%
COCc1[nH]nc2c1C(c1ccc(F)cc1F)C(C#N)=C(N)O2 (centres undefined)	-0.1	0%	2%	-4	-4%	-6%	0%	11	-9%
CCOC(=O)N1CCC(NC(=O)c2cc(COc3c(C)cccc3C)on2)CC1	0.1	-2%	-5%	-4	3%	-4%	-4%	21	7%
COc1ccc(CN2C(=O)c3ccc(C(=O)O)cc3C2=O)cc1	-0.9	1%	?	1	-6%	2%	-11%	9	-6%
O=C(COC(=O)c1cccc(O)c1)Nc1ccc(N2CCOCC2)cc1	0.7	-1%	-9%	4	2%	-14%	4%	-9	-4%
CCN(c1ccccc1)S(=O)(=O)c1ccc(Oc2ccccc2C(C)=O)nc1	.	-3%	-17%	-4	0%	3%	16%	.	16%
CCCOC1CCCN(C(=O)c2ccc(OC3CCN(Cc4ccccn4)CC3)cc2)C1 (centres undefined)	-0.6	1%	7%	-1	-1%	2%	3%	-16	0%
CC1CCN(Cc2c(C#N)c3ccccc3n2C)CC1	1.7	-6%	5%	3	-5%	3%	4%	74*	-16%
CCCN1Cc2cccc(C(=O)N3CCN(c4ccc(OC)cc4)CC3)c2C1=O	.	-2%	6%	-4	1%	-5%	5%	.	8%
CCSc1nc2c(c(=O)n1CC)SC(C)C2 (centres undefined)	-1.5	1%	-4%	3	2%	4%	.	6	19%
Brc1ccccc1-c1nnc(COc2ncnc3c2cnn3-c2ccccc2)o1	0.0	3%	.	-10	-9%	-2%	0%	-16	23%
CCN1C(=NCC2CC2)N[C@@H](c2ccccc2)C(C(=O)OC)=C1C	.	-8%	?	-9	2%	3%	-7%	.	-11%
CC(=O)Oc1ccc(/C=C(\NC(=O)c2ccco2)C(=O)NCc2ccccc2)cc1	0.1	-1%	-19%	-7	-1%	5%	-10%	-14	33%
COc1ccc(CCNC(=O)CSc2nnnn2C)cc1OC	0.4	-1%	-14%	-6	1%	0%	5%	-8	3%
O=S(=O)(c1ccc(F)cc1)N1CCN(c2ncccn2)CC1	1.1	-3%	-7%	-9	1%	-1%	0%	1	14%[11.4 µM]

High-throughput results (PubChem BioAssay)
